LANA DNA inh: KSHV C-LANA DNA binding inhibition; MBP-C-LANA/FAM-LBS DNA binding, fluorescence polarization; inhibition, % at 9 µM; 340,000 compounds, 0.078% hits;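 active means highest replicate inhibition at or above 60% at 9 µM, even if other replicates fall short; inactive means all replicates below 60% inhibition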;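 further: 0% = neutral control wells and 100% = 4 µM acridine orange control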
SR-BI DiI-HDL act: activators of SR-BI mediated HDL lipid uptake; CHO ldlA[mSR-BI] cells, DiI-HDL uptake fluorescence, 3 h; 100 = double the neutral-control signal; activation, % at 12.5 µM; 320,000 compounds, 0.096% hits;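 active means mean replicate activation of at least 60% and every replicate at or above 60%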;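 further: 0% = median plate neutral-control signal and 100% = twice that signal; values of inactives mirror those of a sister screen read the other way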
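Material: SR-BI-overexpressing, LDLR-lacking CHO cells; schedule: compound exposure 3 h, 37 °C; reagent: DiI-labelled HDL at 10 µg/mL final; technique: bottom-read fluorescence, 550/595 nm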
DAGLB inhibitor: blocks human DAGLB lipase activity; Q8NCG7; HEK293T DAGLB membrane lysate, EnzChek fluorogenic substrate; inhibition, % at 5.17 µM; 340,000 compounds, 0.059% hits; AID 504411; in the data active means inhibition above about 34%;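 further: 0% = enzyme with vehicle and 100% = wells lacking enzyme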
cardiac RTF act: cardiac RTF calcium sensitization; IANBD-labeled TnC RTF fluorescence at EC20 calcium; 0% EC20 calcium, 100% full calcium; P19429+P45379; 340,000 compounds, 0.24% hits; activation, % at 7.2 µM;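 active means activation above the mean over all tested compounds plus 3 SD, cut at about 30% in these data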;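 further: rise in fluorescence read as greater calcium sensitivity of cardiac thin filaments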
PKA-R2B activ: PKA-R2B complex activation; P22694+P31323; 340,000 compounds, 0.079% hits; PKA-R2B holoenzyme dissociation, Cy5-IP20 fluorescence polarization; R2B truncated from residue 108, S112A mutant; 0% DMSO only, 100% 113 µM cGMP; activation, % at 11.4 µM;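 active means activation above a cutoff set at the mean over all compounds plus 3 SD, cut at about 18% in these data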;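 further: higher means more holoenzyme dissociation and a rise in polarization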
Target sequence (P31323 whole entry, looked up, other chains not shown, the tested form may be a part): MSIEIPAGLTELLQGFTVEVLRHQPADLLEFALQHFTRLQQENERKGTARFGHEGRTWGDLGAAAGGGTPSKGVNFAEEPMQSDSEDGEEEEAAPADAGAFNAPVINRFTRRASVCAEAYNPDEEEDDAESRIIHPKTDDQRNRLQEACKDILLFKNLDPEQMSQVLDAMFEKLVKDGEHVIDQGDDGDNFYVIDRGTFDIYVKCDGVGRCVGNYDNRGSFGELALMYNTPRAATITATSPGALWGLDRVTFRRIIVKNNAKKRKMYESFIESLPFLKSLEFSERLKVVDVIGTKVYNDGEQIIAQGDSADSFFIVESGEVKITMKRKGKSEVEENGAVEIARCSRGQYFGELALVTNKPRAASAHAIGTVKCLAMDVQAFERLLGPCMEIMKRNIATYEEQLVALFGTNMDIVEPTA
Keap1-Nrf2 PPI: Keap1-Nrf2 (human) interaction inhibition; Keap1 Kelch-Nrf2 peptide fluorescence polarization, 1536-well; AID 504523; 340,000 compounds, 0.15% hits; Q14145; inhibition, % at 9.4 µM; in the data active means inhibition above about 12%;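 further: human Keap1 Kelch domain with fluorescein labeled Nrf2 9mer peptide probe; 0% = neutral control wells and 100% = peptide positive control; higher means more block of Keap1 binding to Nrf2 peptide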
CAL PDZ FP-1: human CAL PDZ-peptide interaction inhibition. purified CAL PDZ, TMR-peptide fluorescence polarization, 1 h. inhibition, % at 20 µM. AID 504414. 330,000 compounds, 0.02% hits;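 active means highest replicate inhibition of at least 40%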;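 further: plate controls were DMSO neutral control wells for no effect and unlabeled competitor peptide control wells for full effect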
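System: tagged CAL PDZ domain. Schedule: 1 h room-temperature incubation prior to read. Signal: fluorescence polarization (mP). Measure: percent inhibition from loss of millipolarization.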
CAL PDZ FP-2: blocks peptide binding to the human CAL PDZ domain; Q9HD26; purified CAL PDZ, TMR-peptide fluorescence polarization, 1 h; inhibition, % at 24.9 µM; 300,000 compounds, 0.92% hits; AID 602252;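 active means mean inhibition of at least 30% with at least half of replicates also reaching 30%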;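 further: 0% = DMSO neutral control and 100% = excess unlabeled competitor peptide PRC23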
Rtt109 HAT inh: inhibitors of Candida albicans Rtt109/Vps75 histone acetyltransferase. Q5AAJ8. purified Rtt109/Vps75, ThioGlo CoA-SH fluorescence, 4 h. inhibition, % at 34.9 µM. 330,000 compounds, 0.16% hits. AID 540336;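 active means inhibition of at least 50% in every replicate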
Target sequence (Q5AAJ8 whole entry, looked up): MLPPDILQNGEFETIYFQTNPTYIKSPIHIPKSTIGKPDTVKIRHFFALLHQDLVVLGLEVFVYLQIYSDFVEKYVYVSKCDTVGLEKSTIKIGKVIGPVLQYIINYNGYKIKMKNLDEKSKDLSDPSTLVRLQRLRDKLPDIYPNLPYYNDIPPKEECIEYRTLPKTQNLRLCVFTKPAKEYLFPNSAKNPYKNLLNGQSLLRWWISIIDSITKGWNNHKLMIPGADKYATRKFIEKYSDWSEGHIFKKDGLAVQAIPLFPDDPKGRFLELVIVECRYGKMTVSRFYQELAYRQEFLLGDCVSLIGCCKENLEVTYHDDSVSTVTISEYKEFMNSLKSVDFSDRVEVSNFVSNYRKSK
Cardiac RTF inh: cardiac RTF calcium desensitization; IANBD-labeled cardiac RTF, Ca2+ fluorescence; AID 493244; inhibition, % at 7.15 µM; 340,000 compounds, 0.12% hits; P19429+P45379;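 active means inhibition above the mean inhibition of all tested compounds plus 3 SD, cut at about 17% in these data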;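 further: assay run at fixed EC70 calcium of 1.6 mM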
Numbers without * were called inactive; . = no result given. This is a random part of the collection, and some 1.6% of all compounds hit somewhere here.

The opening 3 entries (preview)
SMILES	LANA DNA inh	SR-BI DiI-HDL act	DAGLB inhibitor	cardiac RTF act	PKA-R2B activ	Keap1-Nrf2 PPI	CAL PDZ FP-1	CAL PDZ FP-2	Rtt109 HAT inh	Cardiac RTF inh
COc1ccc(NC(=O)N2CCCC2C(=O)Nc2cccc(C)c2C)cc1 (centres undefined)	0.0	12	-2	-2	-1	-1	-2.2	-2	1	6
Cc1cccc(NC(=O)CNc2cc(C)ccc2C)c1	-1.3	-20	-7	2	-8	3	0.6	-8	2	-11
CCOC(=O)N1CCN(C(=O)C2CCC(=O)N(CCCN3CCCC3=O)C2)CC1 (centres undefined)	-1.1	18	-2	-5	5	-2	-0.1	-2	-3	-10

The list itself, previewed entries included:
SMILES	LANA DNA inh	SR-BI DiI-HDL act	DAGLB inhibitor	cardiac RTF act	PKA-R2B activ	Keap1-Nrf2 PPI	CAL PDZ FP-1	CAL PDZ FP-2	Rtt109 HAT inh	Cardiac RTF inh
COc1ccc(NC(=O)N2CCCC2C(=O)Nc2cccc(C)c2C)cc1 (centres undefined)	0.0	12	-2	-2	-1	-1	-2.2	-2	1	6
Cc1cccc(NC(=O)CNc2cc(C)ccc2C)c1	-1.3	-20	-7	2	-8	3	0.6	-8	2	-11
CCOC(=O)N1CCN(C(=O)C2CCC(=O)N(CCCN3CCCC3=O)C2)CC1 (centres undefined)	-1.1	18	-2	-5	5	-2	-0.1	-2	-3	-10
C=C1CCC[C@]2(C)C[C@H]3OC(=O)C(CNC(CC)CO)[C@H]3CC12 (some centres undefined)	-0.3	11	0	-1	-6	2	-0.5	-3	-2	-12
COc1ccc(OC)c(S(=O)(=O)N/N=C(/C)c2ccc3c(c2)OCO3)c1	-2.1	9	-2	1	-2	-1	-1.2	-2	-17	-2
COc1ccccc1N1CCN(S(=O)(=O)c2cc(C(F)(F)F)cc(C(F)(F)F)c2)CC1	1.0	-7	-2	-1	3	1	-0.3	.	2	-3
CCNS(=O)(=O)c1cc(OC)c(Cl)cc1OC	-9.2	-11	2	-4	0	5	-2.8	-3	7	7
C=CCn1c(CCC)nc2ccccc21	0.0	25	1	0	0	-5	-2.6	-4	-18	-6
CCC(C(=O)NC1CCCC1)N(C(=O)c1snc(C(N)=O)c1N)c1ccc(C)cc1C (centres undefined)	-0.7	.	1	0	-2	-1	-1.7	.	-6	-2
CC(=O)NCCN1C(=O)S/C(=C\c2cccs2)C1=O	-0.9	0	2	5	-4	-3	0.5	10	26	-2
CCOC(=O)N1CCN(C(=O)c2noc(C(C)C)c2[N+](=O)[O-])CC1	3.0	5	6	-3	-7	-1	0.4	0	-5	-1
Fc1ccccc1-c1csc(=Nc2cccnc2)n1CCCn1ccnc1	-1.1	26	1	2	5	-5	-0.7	.	-7	6
CCOC(=O)CCNC(=O)c1ccc2nc(C3CCCCC3)oc2c1	-6.8	-1	-2	0	2	1	.	-7	-3	-7
COC(=O)C1=C(C)NC2=C(C(=O)C(C(=O)OC)C(c3ccc(OC)cc3)C2)C1c1ccccn1 (centres undefined)	-0.8	-24	3	7	-4	-3	.	-1	-1	-7
COc1ccc(CSCC(=O)N/N=C/c2ccccc2O)cc1	-2.6	1	6	8	-9	-2	-2.2	-1	-6	-7

The listing continues:
SMILES	LANA DNA inh	SR-BI DiI-HDL act	DAGLB inhibitor	cardiac RTF act	PKA-R2B activ	Keap1-Nrf2 PPI	CAL PDZ FP-1	CAL PDZ FP-2	Rtt109 HAT inh	Cardiac RTF inh
CN1CCC(OC(=O)COc2ccccc2)CC1	-3.7	16	0	5	2	1	-0.1	0	-11	7
CCc1ccccc1NC(=O)CSc1nnc([C@@H](NC(=O)OC(C)(C)C)C(C)C)o1	-0.9	0	0	1	4	-5	-0.3	-1	15	-16
COc1ccc(C(=O)NC2CCC(O)CC2)cc1S(=O)(=O)NCc1ccc(Cl)cc1 (centres undefined)	-0.1	-14	-3	-2	-5	-4	0.1	-5	16	-2
COc1ccc(OC)c(NC(=O)CSc2nnc(CCCO)n2-c2ccccc2)c1	0.9	9	-2	2	3	-2	.	-3	6	-5
COc1ccc(C2=NOC3(CC(=O)N(c4ccc(F)cc4)C3=O)C2)c(OC)c1 (centres undefined)	-1.9	32	2	-6	-6	-6	-0.6	-2	-6	5
CN(CC(=O)N1CCCCCC1)S(=O)(=O)c1cccc2cccnc12	-0.7	2	-2	5	2	3	-0.9	.	-11	-6
CCN(c1cccc(C)c1)S(=O)(=O)c1ccc(-c2cc(C)no2)s1	-1.6	-3	-6	1	-1	-3	-2.8	0	-2	-3
COc1ccc(C(=O)Nc2cc3c(cc2C(=O)O)OCCCO3)c(OC)c1	-0.6	.	0	-2	-7	-2	-1.8	-6	-5	-2
Fc1ccc(C2c3cccn3CCN2C(=S)Nc2cccc(F)c2)cc1 (centres undefined)	-2.5	-22	1	6	6	-10	0.5	1	-2	-1
O=C(NC(=S)Nc1ccccc1)c1cccs1	-0.7	.	-2	-1	-2	-1	-2.4	10	-5	4
CCCSC1=C(C#N)C(c2ccccc2C)CC(=O)N1 (centres undefined)	-1.1	1	1	-2	-8	-3	-0.9	2	4	5
O=[N+]([O-])c1ccccc1S(=O)(=O)Nc1nc2ccccc2s1	0.0	15	2	-4	5	3	-0.8	3	-4	-4
Cc1ccc(S(=O)(=O)NCc2cn3ccsc3n2)c(C)c1	-2.0	16	0	1	-6	0	-0.2	-1	7	-6
CCCN(CCC)CCCNS(=O)(=O)c1cc(Br)cc2c1N(C(C)=O)CC2	-1.3	-8	1	12	2	-2	.	-6	0	-8
O=C(Nc1cccc(NC(=O)N2CCN(c3ccccc3)CC2)c1)N1CCN(c2ccccc2)CC1	1.1	-86	4	6	-4	-4	.	-2	10	3

Further results.
SMILES	LANA DNA inh	SR-BI DiI-HDL act	DAGLB inhibitor	cardiac RTF act	PKA-R2B activ	Keap1-Nrf2 PPI	CAL PDZ FP-1	CAL PDZ FP-2	Rtt109 HAT inh	Cardiac RTF inh
CCc1ccc(-c2cc(C(F)(F)F)n3nc(C(=O)Nc4c(C)nn(Cc5ccc(F)cc5)c4C)cc3n2)s1	-1.6	-54	-10	3	-3	3	-1.2	-1	-28	0
COCC(=O)n1nc(-c2ccc(Cl)cc2)nc1NCc1ccc(F)cc1	-1.4	-17	-2	3	-6	-2	-0.8	-3	10	0
COc1ccccc1C(=O)NCCC(=O)Nc1cccc(C)n1	0.8	-3	2	-9	-3	-1	-1.6	-1	-4	-2
CC(Sc1nc2ccccc2s1)C(=O)NC1CCCc2ccccc21 (centres undefined)	-1.4	-4	-4	4	-8	-2	-2.8	-2	20	-16
Cn1c(=O)c2c(nc(Sc3ncccn3)n2Cc2ccc(Cl)cc2)n(C)c1=O	-1.0	25	3	4	-4	1	-1.1	.	15	5
O=c1[nH]c(SCc2ccccc2Cl)nc2c1CCCC2	-0.8	11	2	-3	5	-4	-2.6	.	-2	-4
Cc1nc(N2CCN(C)CC2)c2c(C)c(C(=O)Nc3ccc(F)cc3)sc2n1	-1.6	-46	0	0	-8	1	0.2	-4	-5	-27
CCc1cccc(NC(=O)Cn2c3[n+](c4ccc(C(F)(F)F)cc42)CCCCC3)c1	-0.1	8	2	1	3	-1	-2.2	15	17	2
Cc1cc(=O)[nH]c(SCc2ccccc2)n1	-0.8	9	-2	1	6	1	0.1	-4	7	-5
Cc1cc(C)c2c(=O)[nH]c(SCC(=O)N3CCOCC3)nc2n1	-1.7	-5	1	-1	0	-2	.	2	-2	5
COc1cccc(CN2C(=O)C(C)N(C(=O)c3c(F)cccc3F)c3ccccc32)c1 (centres undefined)	-0.2	0	-3	-6	0	-4	-1.5	4	3	-11
COc1ccc(CCNC(=O)c2cc(-c3ccc(C)cc3O)n[nH]2)cc1OC	-1.0	-58	2	0	-1	-2	0.4	1	3	-6
COc1ccccc1C(CNC(=O)c1ccc(NS(=O)(=O)c2ccc(F)c(C)c2)cc1)N(C)C (centres undefined)	1.6	13	0	1	-6	-5	-2.8	-1	3	-6
Cc1ccccc1N(C(=O)c1ccco1)C(C(=O)NC1CCCC1)c1cccnc1 (centres undefined)	1.5	35	1	4	1	-1	-2.5	1	3	6
Cc1ccc(-n2c(-c3ccccc3)cc(=O)nc2C)cc1	0.3	-29	4	-2	-5	-5	-3.8	0	-12	0

The listing continues.
SMILES	LANA DNA inh	SR-BI DiI-HDL act	DAGLB inhibitor	cardiac RTF act	PKA-R2B activ	Keap1-Nrf2 PPI	CAL PDZ FP-1	CAL PDZ FP-2	Rtt109 HAT inh	Cardiac RTF inh
Cc1ccc(C)c(OCCC(=O)OCC(=O)c2ccc3c(c2)NC(=O)CO3)c1	-0.2	-8	0	-5	-3	4	-2.0	-7	8	-6
Cc1cccc2c1-c1sc(C(=O)NCCCN3CCc4ccccc4C3)cc1CO2	-1.5	-19	1	2	-14	-7	-4.7	-4	-7	1
c1csc(CNc2ncnc3nc[nH]c23)c1	0.7	3	-3	2	-6	2	-0.3	.	-11	-5
C[C@H](CO)N1C[C@H](C)[C@@H](CN(C)S(=O)(=O)c2cn(C)cn2)Oc2c(NS(=O)(=O)c3cccs3)cccc2C1=O	1.1	3	-1	-5	-10	-1	0.8	-4	4	2
O=C(CN(c1cc(Cl)ccc1Cl)S(=O)(=O)c1ccccc1)N1CCOCC1	1.1	-5	1	0	0	-2	-0.9	-3	-1	-6
Fc1ccc(-c2ccnc3nc(N4CCOCC4)nn23)cc1	0.2	-1	3	-1	0	0	-0.7	.	6	-1
CC(C)(C)N(NC(=O)c1ccccc1)C(=O)c1ccc(C(=O)N(NC(=O)c2ccccc2)C(C)(C)C)cc1	0.2	10	-1	5	-6	0	-2.4	-1	0	3
CC(C)c1nc(C(=O)N2CCc3c([nH]c4ccccc34)C2c2ccccn2)cs1 (centres undefined)	0.4	-14	.	.	.	3	0.5	5	14	.
CCOc1ccccc1N1CC(C(=O)N(Cc2nnc(-c3ccccc3Cl)o2)C2CC2)CC1=O (centres undefined)	-1.2	-12	-1	-1	-15	0	-3.6	-9	3	2
CCO[C@@H]1OC(C(=O)N2CCN(Cc3ccc4c(c3)OCO4)CC2)=C[C@H](C2CC2)[C@H]1CCCO	-2.0	-55	1	-7	1	2	0.5	0	5	-20
CCOC(=O)C1=C(c2ccccc2)N=C2SCC(=O)N2C1c1cccc(OC)c1 (centres undefined)	1.5	17	-11	0	-2	6	.	-1	7	-3
CN(Cc1ccccc1)C(=O)COC(=O)c1ccc(=O)n(Cc2ccccc2)n1	-0.1	-5	2	0	-4	-5	-2.7	-2	-7	-2
Cc1ccc(C(=O)CSc2nnc(-c3cccnc3)n2N)cc1	-0.6	-4	0	7	5	-1	-2.5	.	38	-6
COc1ccc(-c2nc3nc(C)cc(C)n3n2)cc1	0.9	1	1	-2	8	3	-0.5	-6	2	-9
CC(C)/C=C/C(=O)N1CCCC(N2CCN(c3ccccc3F)CC2)C1 (centres undefined)	-3.3	-49	1	-7	-6	-7	.	-6	-19	-1
CC(C)(C)C(=O)N1CCN(c2ccc(NC(=O)c3ccc4c(c3)OCCO4)cc2)CC1	-0.1	.	-1	2	8	1	-0.9	5	1	16
COCCN(C(=S)Nc1ccc(OC)cc1)C1CCN(C(C)C)CC1	0.5	-9	2	14	6	-3	-0.6	-4	-3	-5
